Screens: PubChem, several laboratories
Wnt act = Wnt/beta-catenin pathway activation; activation, % at 9.35 µM; Wnt/beta-catenin reporter cell assay, activator, plate reader; hit rate 1.2% among 300,000; in the data active = activation above about 30%, passing the limit was not always enough;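 also: 0% = neutral control wells and 100% = positive control wells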
MITF TRPM1 HTS = MITF TRPM1 promoter activation in melanoma cells. hit rate 0.75% among 300,000. SK-MEL-5 TRPM1-promoter luciferase, 24 h; % of positive control, neutral wells = 0. activation, % at 12.5 µM. AID 588334;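 active = mean activation of at least 80% with every replicate also reaching 80%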;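 also: 0% = neutral control wells and 100% = parthenolide positive control wells; values of inactives mirror those of a sister screen read the other way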
CAL PDZ FP-1 = CAL PDZ (human) peptide binding inhibition; Q9HD26; purified CAL PDZ, TMR-peptide fluorescence polarization, 1 h; inhibition, % at 24.9 µM; hit rate 0.92% among 300,000; AID 602252;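 active = mean inhibition of at least 30% with at least half of replicates also reaching 30%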;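 also: 0% = DMSO neutral control and 100% = excess unlabeled competitor peptide PRC23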
Tat transport = E. coli Tat transport inhibition; hit rate 0.036% among 340,000; E. coli MC4100 TorA-mCherry Tat export, fluorescence; inhibition, % at 10 µM; AID 488895;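 active = mean replicate inhibition at least 50% and at least half of replicates individually reaching 50%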;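 also: exported cargo escapes ClpAP degradation while cytoplasmic cargo is degraded and loses fluorescence; 0% = median of neutral control wells and 100% = median of NaSCN control wells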
Ecoli viability = bacterial growth inhibition, counter-screen for AddAB inhibitors | E. coli V3065 growth, OD600 absorbance, 18 h | inhibition, % at 11.9 µM | hit rate 0.27% among 330,000 | AID 449728;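 active = inhibition above the campaign's mean inhibition across all tested compounds plus 3 SD, cut at about 9.9% in these data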;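 also: uninfected addAB+ strain grown without phage in ampicillin broth; 0% = DMSO wells and 100% = ciprofloxacin 0.95 µg/ml wells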
phage Ecoli inh = E. coli growth loss with phage present; growth absorbance; inhibition, % at 11.9 µM; hit rate 0.26% among 360,000; AID 651602; in the data active = inhibition above about 11%
SR-BI uptake up = enhances SR-BI lipid uptake from DiI-HDL. CHO ldlA[mSR-BI] cells, DiI-HDL uptake fluorescence, 3 h; 100 = double the neutral-control signal. hit rate 0.096% among 320,000. activation, % at 12.5 µM;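 active = mean replicate activation of at least 60% and every replicate at or above 60%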;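 also: 0% = median plate neutral-control signal and 100% = twice that signal; values of inactives mirror those of a sister screen read the other way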
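Material: SR-BI-overexpressing, LDLR-lacking CHO cells; schedule: compound exposure 3 h, 37 °C; reagent: DiI-labelled HDL at 10 µg/mL final; technique: bottom-read fluorescence, 550/595 nm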
SR-BI DiI inh = blocks mouse SR-BI lipid uptake from DiI-HDL. Q61009. ldlA[mSR-BI] CHO cells, DiI-HDL uptake fluorescence, 3 h. inhibition, % at 12.5 µM. hit rate 0.96% among 320,000. AID 488896;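 active = mean replicate inhibition of at least 70% and a set share of replicates each scoring 70 or more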;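 also: 0% = median of neutral control wells and 100% = median of positive control wells; values of inactives mirror those of a sister screen read the other way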
Target sequence (Q61009 whole entry, looked up): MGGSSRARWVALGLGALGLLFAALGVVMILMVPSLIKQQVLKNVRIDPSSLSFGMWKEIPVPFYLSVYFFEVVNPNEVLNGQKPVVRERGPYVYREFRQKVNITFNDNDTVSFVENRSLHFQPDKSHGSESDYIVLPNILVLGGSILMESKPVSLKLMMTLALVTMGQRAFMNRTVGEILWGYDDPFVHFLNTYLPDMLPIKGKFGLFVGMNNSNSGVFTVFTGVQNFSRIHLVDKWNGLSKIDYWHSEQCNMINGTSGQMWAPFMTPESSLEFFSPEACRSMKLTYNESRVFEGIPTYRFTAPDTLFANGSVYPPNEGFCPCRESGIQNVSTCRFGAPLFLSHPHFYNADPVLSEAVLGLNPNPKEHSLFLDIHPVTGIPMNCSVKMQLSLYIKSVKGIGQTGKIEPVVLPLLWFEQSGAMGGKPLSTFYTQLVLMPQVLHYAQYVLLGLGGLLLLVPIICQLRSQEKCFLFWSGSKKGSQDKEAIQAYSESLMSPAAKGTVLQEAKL
CAL PDZ FP-2 = blocks peptide binding to human CAL PDZ domain; AID 504414; Q9HD26; purified CAL PDZ, TMR-peptide fluorescence polarization, 1 h; hit rate 0.02% among 330,000; inhibition, % at 20 µM;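 active = highest replicate inhibition of at least 40%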;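 also: plate controls were DMSO neutral control wells for no effect and unlabeled competitor peptide control wells for full effect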
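Material: tagged CAL PDZ domain; buffer or medium: 25 mM sodium phosphate pH 7.4, 150 mM NaCl, TCEP, IgG, Thesit; compound dosing: single point, 20 µM; schedule: 1 h incubation at room temperature before polarization reading; measured by: FP readout, S and P plane fluorescence; read-out basis: percent inhibition from loss of millipolarization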
AddAB inh = less growth of phage-infected E. coli with AddAB. E. coli expressing H. pylori AddAB, absorbance growth. inhibition, % at 11.9 µM. hit rate 0.29% among 330,000; in the data active = inhibition above about 12%;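 also: 0% = vehicle wells of infected cells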
An asterisk follows results filed as active; . = not tested or not shown.

SMILES | Wnt act | MITF TRPM1 HTS | CAL PDZ FP-1 | Tat transport | Ecoli viability | phage Ecoli inh | SR-BI uptake up | SR-BI DiI inh | CAL PDZ FP-2 | AddAB inh
COc1ccc(C(C)(C)C)cc1NC(=O)COC(=O)C(C)C | -2 | -1 | 2 | 1 | -0.2 | 0.3 | 5 | -5 | -0.3 | -0.7
O=C(c1ccccn1)N(CC1CCCO1)C1(C(=O)NC2CCCCC2)CCCCC1 (centres undefined) | -4 | 8 | 0 | 1 | -3.3 | 1.8 | 6 | -6 | -1.3 | -0.5
Cc1ccc(-n2c(N)c(C(=O)N3CCOCC3)sc2=S)cc1 | -1 | 2 | 1 | -2 | -1.2 | 3.6 | 2 | -2 | -0.3 | 0.3
O=C(O)CNC(=O)C1CCCN1C(=O)CNC(=O)OCc1ccccc1 (centres undefined) | 2 | -2 | 1 | 2 | -0.1 | 0.2 | 4 | -4 | -2.8 | 2.1
Cc1ccc(S(=O)(=O)N2CCOCC2)cc1C(=O)O | . | -9 | . | -1 | 2.0 | 2.1 | 5 | -5 | 0.2 | -0.2
N#CC1(NC(=O)COC(=O)c2ccccc2[N+](=O)[O-])CCCCC1 | 8 | 9 | -3 | 3 | 0.9 | 1.9 | -18 | 18 | -1.9 | -0.2
COc1nc(OC)nc(N2CCC(C(=O)NCc3ccc(F)cc3)CC2)n1 | -2 | -4 | -2 | 2 | -2.0 | 2.5 | 13 | -13 | -3.2 | -0.8
CCc1c(C)[nH]c2c1C(=O)C(CN1CCOCC1)CC2 (centres undefined) | 4 | -1 | -4 | -7 | 1.6 | 4.2 | 9 | -9 | -0.7 | -1.8
COc1ccc(S(=O)(=O)CCc2nc3ccccc3s2)cc1 | 0 | -5 | -1 | -4 | 2.1 | 1.4 | -18 | 18 | -0.8 | 0.9
Cc1cc(C)n(C(=O)c2cc(F)c(F)cc2C)n1 | -4 | -8 | -4 | 5 | 0.0 | 6.4 | -3 | 3 | -3.9 | 0.6
S=c1[nH]nc(CSc2nc3ccccc3s2)n1Cc1ccccc1 | . | 8 | -2 | 2 | 2.4 | 0.6 | -20 | 20 | -1.1 | 1.5
O=C1COc2ccc(C(=O)COC(=O)CNC(=O)c3ccco3)cc2N1 | . | 5 | -5 | 3 | 3.0 | 3.2 | 5 | -5 | -2.8 | 0.4
CCc1ccc(N(C(=O)c2snc(C(N)=O)c2N)C(C(=O)NCC2CCCO2)c2ccco2)cc1 (centres undefined) | 0 | -1 | -2 | -4 | -1.1 | 1.7 | 10 | -10 | -2.6 | 0.8
NC(=S)Nc1cccc(O)c1 | 2 | . | -14 | -2 | -0.1 | -0.7 | -5 | 5 | -4.4 | 0.2
Cc1cccnc1N(C(=O)Nc1cccc(Cl)c1)C1=NCC(C)(C)S1 | -1 | 7 | -5 | -3 | 2.4 | 4.2 | 19 | -19 | -1.4 | 5.3
CCN(C(=O)COC(=O)/C=C/c1nc2ccccc2s1)C1CCS(=O)(=O)C1 (centres undefined) | -4 | 4 | 2 | 3 | -0.7 | 0.8 | -1 | 1 | 0.1 | 0.2
Cn1c(SCC(=O)Nc2sccc2C(N)=O)nc2ccccc2c1=O | -4 | -12 | . | 3 | 1.5 | -0.2 | -2 | 2 | -3.0 | -1.2
NC(=O)CC(NC(=O)c1ccc(Br)cc1)c1ccc(NCCc2ccc(F)cc2)c([N+](=O)[O-])c1 (centres undefined) | 9 | 9 | -1 | -3 | 1.3 | 1.1 | 14 | -14 | -0.7 | -0.5
CC(NC(=O)c1ccncc1)c1ccc(Cl)cc1Cl (centres undefined) | -2 | 3 | 0 | -8 | -0.8 | 4.1 | -11 | 11 | -1.3 | -1.9
CSc1nnc(-c2sccc2OCc2ccc(C)cc2)n1C | . | . | 2 | 0 | 0.6 | 3.2 | -12 | 12 | -1.5 | 0.8

Next part; the last five above are carried over.
SMILES | Wnt act | MITF TRPM1 HTS | CAL PDZ FP-1 | Tat transport | Ecoli viability | phage Ecoli inh | SR-BI uptake up | SR-BI DiI inh | CAL PDZ FP-2 | AddAB inh
CCN(C(=O)COC(=O)/C=C/c1nc2ccccc2s1)C1CCS(=O)(=O)C1 (centres undefined) | -4 | 4 | 2 | 3 | -0.7 | 0.8 | -1 | 1 | 0.1 | 0.2
Cn1c(SCC(=O)Nc2sccc2C(N)=O)nc2ccccc2c1=O | -4 | -12 | . | 3 | 1.5 | -0.2 | -2 | 2 | -3.0 | -1.2
NC(=O)CC(NC(=O)c1ccc(Br)cc1)c1ccc(NCCc2ccc(F)cc2)c([N+](=O)[O-])c1 (centres undefined) | 9 | 9 | -1 | -3 | 1.3 | 1.1 | 14 | -14 | -0.7 | -0.5
CC(NC(=O)c1ccncc1)c1ccc(Cl)cc1Cl (centres undefined) | -2 | 3 | 0 | -8 | -0.8 | 4.1 | -11 | 11 | -1.3 | -1.9
CSc1nnc(-c2sccc2OCc2ccc(C)cc2)n1C | . | . | 2 | 0 | 0.6 | 3.2 | -12 | 12 | -1.5 | 0.8
O=C(COC(=O)[C@@H]1CCCN1S(=O)(=O)c1ccccc1F)c1ccccc1 | -2 | 4 | . | -3 | -0.2 | 1.7 | 12 | -12 | -0.1 | 2.8
CCN(C(=O)CSc1nncn1-c1ccccc1)C1CCS(=O)(=O)C1 (centres undefined) | -3 | -1 | -3 | -4 | 2.5 | -2.4 | 6 | -6 | -3.2 | 0.4
O=C(c1ccc(S(=O)(=O)N2CCOCC2)cc1)N1CCCc2ccccc21 | -3 | -6 | -1 | -10 | -1.5 | 5.8 | -62 | 62 | -0.4 | 3.9
c1ccc(Oc2ncnc3oc(-c4ccccc4)cc23)cc1 | . | 37 | -4 | -3 | -2.2 | 1.8 | -4 | 4 | -0.3 | 2.6
CC(C)COc1cccc(C(=O)N(CC(=O)Nc2ccccc2C(F)(F)F)Cc2ccco2)c1 | -1 | -7 | . | 16 | 0.0 | 1.2 | -28 | 28 | -1.3 | -2.3
Cc1onc(-c2c(Cl)cccc2Cl)c1C(=O)N1CCOCC1 | -3 | 10 | -1 | -16 | -1.3 | 2.0 | 2 | -2 | 0.2 | 2.8
O=C(NCCN1CCCCC1)Nc1ccc(Br)cc1 | 0 | . | -4 | -8 | 3.1 | 4.0 | 31 | -31 | -0.2 | 6.0
CCN(CC)CCN(C)C(=O)CCc1nnc(-c2ccc(C)s2)o1 | 0 | 4 | 6 | -3 | -0.8 | 2.6 | 13 | -13 | -0.6 | 1.9
O=C(O)CC1(CC(=O)Nc2ccc3sccc3c2)CCCCC1 | -1 | . | . | . | 1.6 | 2.6 | . | . | . | 0.7
COc1cccc(OCCCN2CCCCC2)c1 | . | -2 | . | -12 | -2.2 | 3.5 | 30 | -30 | -0.6 | 2.0
Cc1c(N)ccc(-n2nc3ccccc3n2)c1C | -3 | . | . | . | 0.0 | 3.5 | . | . | . | 1.0
Cc1ccc(C(=O)OCc2ccc3c(c2)OCO3)cc1S(=O)(=O)N1CCCCC1 | . | -11 | . | 4 | 2.9 | 0.1 | -37 | 37 | -0.9 | 2.3
CC(C)c1ccc(NC(=O)COc2ccc(S(=O)(=O)N3CCOCC3)cc2)cc1 | -8 | 5 | -6 | -12 | -0.8 | 4.4 | 22 | -22 | -1.4 | -1.3
Cc1ccccc1NC(=O)CCCn1nc(C)c2c(C)n(-c3ccccc3)nc2c1=O | 1 | -12 | 30* | -6 | 2.5 | -0.6 | -8 | 8 | -0.5 | 2.4
O=C(O)C1C2C=CC(C2)C1C(=O)NC(c1ccccc1)c1ccccc1 (centres undefined) | . | 5 | -1 | -3 | 0.3 | 4.0 | 26 | -26 | -0.4 | 2.1
CCCCc1c(O)nc(SCCN(C)C)n(-c2ccccc2)c1=O | 0 | -3 | -4 | -5 | 0.3 | 1.8 | 22 | -22 | . | 1.8
O=C(Cc1ccccc1)Nc1ccc(NC(=O)C2CC2)nc1 | . | 3 | . | -10 | -0.8 | 1.8 | -3 | 3 | -2.9 | 0.3
CC(=O)/C(=N\Nc1ccccc1)Oc1ccc([N+](=O)[O-])cc1 | -2 | 0 | 0 | -4 | 3.1 | 4.2 | -15 | 15 | 0.1 | 0.7
O=C1c2ccccc2S(=O)(=O)N1CC(O)COc1ccc(Cl)cc1 (centres undefined) | . | 9 | 0 | 16 | -2.5 | 1.9 | -7 | 7 | -2.4 | 1.9
CC(=O)OC(C)(C)/C=C/C(=O)[C@](C)(O)C1[C@H](O)C[C@@]2(C)C3CC=C4C(C=C(O[C@@H]5O[C@H](CO)[C@@H](O)[C@H](O)[C@H]5O)C(=O)C4(C)C)[C@]3(C)C(=O)C[C@]12C (some centres undefined) | -13 | -49 | -3 | -13 | -1.0 | 1.6 | 5 | -5 | 0.3 | 0.1
CCOC(=O)c1sc(NC(=O)/C=C/c2ccc(F)cc2)nc1C | -3 | 3 | -4 | -3 | 3.5 | 3.4 | -7 | 7 | -0.3 | 0.9
COc1cc2c(cc1OC)CN(CC(=O)Nc1ccc(S(=O)(=O)N3CCCC3)cc1)CC2 | 0 | 13 | . | 5 | -1.4 | 1.5 | 5 | -5 | -1.8 | 4.2
C=CCNC(=S)NNC(=O)c1ccccc1OCC | 2 | -16 | -1 | 2 | -3.5 | 2.0 | -3 | 3 | -0.4 | -0.1
CCCN1C2=NCCCN2c2ccccc21 | -5 | 4 | -3 | 4 | -2.3 | -2.4 | 31 | -31 | -1.8 | 3.9
COc1ccc2c(c1)c(=O)c(C(=O)c1ccc(F)cc1)cn2CC(=O)Nc1ccc(F)cc1 | -5 | -6 | . | 1 | -2.6 | 2.5 | -11 | 11 | -1.1 | -1.1
CC1(C)Cc2c(sc3nc[nH]c(=O)c23)CO1 | 0 | -1 | 0 | 12 | -0.5 | 2.6 | 2 | -2 | -0.3 | 1.8
COc1cc(C(=O)Nc2cccc(-c3cn4cccnc4n3)c2)cc(OC)c1OC | 1 | 4 | -10 | 5 | -0.9 | -2.6 | -37 | 37 | -5.3 | -0.5
O=C(C1CCCO1)N1CCC(c2nc3ccccc3[nH]2)CC1 (centres undefined) | -3 | -4 | 3 | -4 | -0.3 | 2.7 | 5 | -5 | -0.3 | 1.5
O=C(CNC(=O)c1cc2ccccc2o1)NCc1cccs1 | . | 9 | . | -6 | -2.6 | 3.0 | 20 | -20 | 0.7 | 3.0
